Source: PubChem (several laboratories)
TNAP activation fold: human TNAP enzyme activators, primary screen, biochemical, luminescent, no phosphate acceptor, uHTS (AID 1001). purified TNAP, luminescent activation assay, no phosphate acceptor; higher activation fold means a stronger effect. activation fold at 20 µM, or EC50 in µM where a hit was titrated. 200,000 tested, 0.03% active; in the data active = activation fold from about 3, or a potency from the dose series; inactive = the rest, 99 in 100 with activation fold below about 1.6; also: many of its hits are not listed in these tables
Salmonella PhoP GFP: PhoP-dependent GFP reporter repression – Salmonella Typhimurium, primary screen (AID 1863); 300,000 tested, 0.16% active; inhibition, % at 50 µM, or IC50 in µM where a hit was titrated; S. Typhimurium PhoP-regulated promoter GFP reporter, 4 h; higher % means a stronger effect;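 active = inhibition over 29.93%, a cutoff 3 SD above the screen mean, later confirmed by dose response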;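 also: 0% = low Mg2+ inducing control and 100% = high Mg2+ repressing control; strong numbers were not always called active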
Myeloid diff MLP: myeloid differentiation induction | ER-HoxA9 myeloid progenitors, lysozyme-GFP differentiation, flow cytometry | 360,000 tested, 1% active | calls only at 10 µM;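 active = normalized GFP-positive differentiation at or above the plate's own cutoff, the solvent-only control mean plus 3 SD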;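 also: cells exposed to compound for four days before flow analysis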
SIAH1 antagonists: Siah-1 peptide-binding antagonists, primary screen, biochemical, fluorescence polarization, rhodamine-plectin, uHTS (AID 1817); 290,000 tested, 0.02% active; displacement, % at 20 µM, or IC50 in µM where a hit was titrated; Siah-1 / rhodamine-plectin peptide fluorescence polarization; higher % means a stronger effect;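 active = displacement of at least 50% at 20 µM, with a fluorescence ratio check between 0.3 and a set limit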;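 also: plate controls were Siah plus tracer with DMSO for no effect and tracer alone without Siah for full effect; strong numbers were not always called active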
WT yeast gro inh: growth inhibition of WT yeast, mitochondrial fusion screen; mitochondrial fusion phenotypic screen, WT strain; 190,000 tested, 2.1% active; inhibition, % at 10 µM; in the data active = inhibition above about 58%; tested in S. cerevisiae
RSV CPE inhibition: RSV antiviral activity via CPE protection, HEp-2 cells, primary 10 µM value included (AID 2391); 310,000 tested, 0.13% active; CPE inhibition, % at 10 µM; hits with a dose series show IC50 in µM; HEp-2 cells, RSV-induced CPE inhibition; higher % means a stronger effect; in the data active = a potency from the dose series; also: strong numbers were not always called active
PMI inhibition: MPI inhibition at elevated mannose 6-phosphate – biochemical, fluorescence intensity, high mannose 6-phosphate, primary screen (AID 1220); recombinant PMI enzyme, coupled fluorescence intensity; higher % means a stronger effect; inhibition, % at 20 µM, or IC50 in µM where a hit was titrated; 190,000 tested, 0.66% active
human PMI inhibition: MPI enzyme activity inhibition – biochemical, fluorescence intensity, coupled assay, primary screen (AID 1209) | inhibition, % at 20 µM; hits with a dose series show IC50 in µM | 190,000 tested, 0.42% active | purified PMI enzyme, coupled fluorescence intensity; higher % means a stronger effect;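 also: plate controls were DMSO vehicle for no effect and wells lacking substrate for full effect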
XIAP antagonists: XIAP antagonists, biochemical, IAP family, fluorescence polarization (AID 1018) | XIAP BIR domain, fluorescence polarization peptide displacement; higher % means a stronger effect | displacement, % at 20 µM, or IC50 in µM where a hit was titrated | 200,000 tested, 0.007% active; in the data active = displacement above about 50%; also: a part of the inactive calls stands beside numbers as strong as those of hits
WT yeast gro inh mutant strain: recorded beside WT yeast gro inh, whose call it bears; inhibition, %; mitochondrial fusion phenotypic screen, mutant strain inhibition
Myeloid diff MLP GFP+ MAC1+ %: further read-out of Myeloid diff MLP, marked with its call; GFP+ MAC1+ double positive, %; measured here: differentiation confirmed by MAC1 staining
* marks the source's active call; other numbers are inactive results; i = inactive; nt = no result given. Rule as the data show it, unless noted: active = inhibition above about 50%; inactive = the rest.

SMILES	TNAP activation fold	Salmonella PhoP GFP	Myeloid diff MLP	Myeloid diff MLP GFP+ MAC1+ %	SIAH1 antagonists	WT yeast gro inh	WT yeast gro inh mutant strain	RSV CPE inhibition	PMI inhibition	human PMI inhibition	XIAP antagonists
Cc1ccc2nc(-c3ccc(NS(=O)(=O)c4ccc(F)cc4)cc3)sc2c1	1.1	-9%	i	0.2	1%	95	96	2.6%	25%	15%	-1.4%
COc1cc([N+](=O)[O-])cc(/C=N/NC(=O)C(C)Nc2cccc(C)c2)c1O (stereo unspecified)	1.5	11%	i	0.2	-15%	-24	-6	1.5%	8%	21%	-7.8%
O=Cc1cc(CCC(=O)O)ccc1O	nt	23%	i	1.0	-9%	nt	nt	0.2%	nt	nt	nt
CCCNC(=O)N1CCN(C(=O)NCCC)CC1	1.1	1%	i	0.8	1%	-2	-14	2.0%	2%	7%	-1.5%
COc1ccc(NC(=O)NC2(C(=O)N3CCCCC3)CCCCC2)cc1	nt	1%	i	0.5	-3%	nt	nt	-0.3%	nt	nt	nt
CN(CC(=O)Nc1ccccc1Cl)C(=O)C1CCN(C(=O)c2ccc(Cl)cc2)CC1	nt	2%	i	6.3	1%	nt	nt	0.6%	nt	nt	nt
Cn1c(CCCCCN)nc2ccccc21	1	7%	i	0.4	-3%	8	5	0.3%	7%	2%	-4.4%
Cc1n[nH]c(C)c1S(=O)(=O)N1CCCC(C(=O)Nc2ccc(Br)cc2)C1 (stereo unspecified)	nt	-8%	i	0.9	-3%	nt	nt	2.0%	nt	nt	nt
Cc1ccc(CN(C(=O)c2ccco2)C(C(=O)NC2CCCC2)c2cccnc2)cc1 (stereo unspecified)	1.1	-4%	i	0.6	2%	-6	1	-2.6%	-1%	-5%	15%
CC(=O)Nc1ccc(C(=O)NNC(=O)c2ccc(Cl)cc2)cc1	nt	-7%	i	0.5	2%	nt	nt	0.7%	nt	nt	nt
COc1cccc(CN(C(=O)/C=C/c2ccc(Cl)cc2)C2CCS(=O)(=O)C2)c1 (stereo unspecified)	1	-1%	i	0.8	4%	22	-7	2.8%	-1%	-3%	-3.6%
CCOC(=O)NC1(Nc2ccc(Cl)cn2)Oc2ccccc2O1	0.9	6%	nt	nt	-2%	10	3	nt	41%	34%	-2.0%
O=C(CN1C(=O)c2ccccc2S1(=O)=O)Nc1ccc(S(=O)(=O)N2CCCCCC2)cc1	1.1	9%	i	0.6	-2%	17	6	2.7%	15%	19%	-7.1%
CN(CCC#N)C(=O)COC(=O)C1c2ccccc2Oc2ccccc21	nt	0%	i	2.6	-2%	nt	nt	1.2%	nt	nt	nt
CCN(C(=O)CSc1nnc(-c2ccc(Cl)cc2)n1C)C1CCS(=O)(=O)C1 (stereo unspecified)	1.2	-9%	i	1.1	6%	-11	-7	0.0%	-5%	-6%	-3.5%
CCOC(=O)c1[nH]c2cc3c(cc2c1CCCN1C(=O)c2ccccc2C1=O)OCCO3	1	3%	i	1.0	-3%	-11	-8	2.2%	12%	12%	-0.4%
O=C(N/N=C1\CC(c2ccccc2)Oc2ccccc21)c1cccnc1 (stereo unspecified)	1	13%	i	1.0	-6%	-7	18	1.1%	-28%	-19%	-4.6%
COc1ccc(Cn2ccnc2SCC(=O)Nc2ccccc2F)cc1	nt	-7%	i	1.1	4%	nt	nt	1.3%	nt	nt	nt
CSCCC(NS(=O)(=O)c1ccc(Cl)cc1)C(=O)OCc1cccc(Cl)c1 (stereo unspecified)	1	-7%	i	1.2	10%	41	3	1.0%	13%	12%	-3.2%
COC(=O)c1ccc(NC2CC(=O)N(c3ccccc3C)C2=O)cc1 (stereo unspecified)	1.1	7%	i	0.9	-7%	-2	-15	1.2%	-6%	3%	1.4%
Cn1c(=O)[nH]c(=O)c2c1nc1n2CCS1	1.1	-8%	i	0.2	0%	12	10	1.4%	-2%	-2%	-7.7%
O=C(Cc1ccccc1)Nc1nccs1	nt	4%	i	0.3	-1%	nt	nt	-0.7%	nt	nt	nt
COc1cc2ccccc2cc1C(=O)N(CCN(C)C)c1nc2ccc(C)cc2s1	nt	-5%	i	0.6	-1%	nt	nt	-0.6%	nt	nt	nt
O=S(=O)(NCc1cn2ccccc2n1)c1ccccc1F	nt	-8%	i	1.4	-5%	nt	nt	1.8%	nt	nt	nt
COc1ccc(-c2nnc(SCC(=O)N3CCCCC3)o2)c(OC)c1	1.1	-16%	i	7.1	-3%	-3	6	4.4%	6%	6%	-6.3%
Cc1cc(Oc2ccc(=O)n(C)n2)nc(SCC(N)=O)n1	nt	-1%	i	0.1	1%	nt	nt	0.5%	nt	nt	nt
Cc1nn2c(N3CCOCC3)cc(C(C)C)nc2c1-c1ccccc1	nt	7%	i	0.3	-3%	nt	nt	2.9%	nt	nt	nt
COc1ccc(/C=N/NC(=O)c2cccnc2)cc1CSc1ccccn1	nt	-9%	i	0.4	-2%	nt	nt	1.9%	nt	nt	nt
Cc1nc2c(-c3ccccc3)c(C)nn2c(C)c1CCC(=O)NCc1ccco1	1.1	0%	i	2.7	0%	12	-4	2.3%	14%	16%	-5.6%
O=[N+]([O-])c1cncc([N+](=O)[O-])c1Nc1ccccc1Cl	1	6%	i	0.3	6%	49	25	4.7%	7%	-8%	-4.4%

Record cards (already shown). Screens in order: TNAP activation fold	Salmonella PhoP GFP	Myeloid diff MLP	Myeloid diff MLP GFP+ MAC1+ %	SIAH1 antagonists	WT yeast gro inh	WT yeast gro inh mutant strain	RSV CPE inhibition	PMI inhibition	human PMI inhibition	XIAP antagonists
COc1cc2ccccc2cc1C(=O)N(CCN(C)C)c1nc2ccc(C)cc2s1 is listed with nt	-5%	i	0.6	-1%	nt	nt	-0.6%	nt	nt	nt
O=[N+]([O-])c1cncc([N+](=O)[O-])c1Nc1ccccc1Cl is listed with 1	6%	i	0.3	6%	49	25	4.7%	7%	-8%	-4.4%
Cc1nc2c(-c3ccccc3)c(C)nn2c(C)c1CCC(=O)NCc1ccco1 is listed with 1.1	0%	i	2.7	0%	12	-4	2.3%	14%	16%	-5.6%

More compounds:
SMILES	TNAP activation fold	Salmonella PhoP GFP	Myeloid diff MLP	Myeloid diff MLP GFP+ MAC1+ %	SIAH1 antagonists	WT yeast gro inh	WT yeast gro inh mutant strain	RSV CPE inhibition	PMI inhibition	human PMI inhibition	XIAP antagonists
CCCc1nn(C)c(C(N)=O)c1[N+](=O)[O-]	1	-3%	i	0.3	9%	-7	5	-0.5%	-6%	-4%	-5.6%
O=C(NCc1ccc2c(c1)OCO2)c1ccc2c(c1)C(=O)N(Cc1cccnc1)C2=O	1.1	7%	i	0.6	2%	2	-25	1.4%	18%	20%	-2.4%
C=CCc1cccc(/C=N/c2ncccc2O)c1O	1.1	-5%	nt	nt	6%	3	12	2.8%	34%	44%	-5.2%
O=C(Nc1ccncc1)c1ccc(Cl)c([N+](=O)[O-])c1	nt	2%	i	0.1	5%	nt	nt	1.1%	nt	nt	nt
CN1CCCC(CC2Oc3ccccc3Sc3ccccc32)C1 (stereo unspecified)	1.1	12%	i	0.7	-3%	39	11	-0.3%	-17%	-11%	-3.3%
CC(=O)c1cccc(NC(=O)C(=O)Nc2cccc3ccccc23)c1	1.1	-5%	i	0.0	3%	4	-4	1.3%	-6%	3%	-2.0%
Cc1ccc(N2CC(C(=O)NCc3ccco3)CC2=O)cc1Cl (stereo unspecified)	nt	-5%	i	6.2	3%	nt	nt	1.7%	nt	nt	nt
CN(C)S(=O)(=O)c1cccc(NC(=O)COC(=O)COc2ccccc2[N+](=O)[O-])c1	1.2	4%	i	0.6	17%	-8	6	1.0%	10%	2%	-4.6%
CC(C)OP(=O)(OC(C)C)C(NC(=O)c1ccc(Br)cc1)c1ccccc1 (stereo unspecified)	1.1	4%	i	1.1	2%	30	-13	-0.1%	5%	5%	3.7%
CC1CCCCC1NC(=O)CSc1nnc(CN2CCOCC2)n1C (stereo unspecified)	1.1	-2%	i	0.4	6%	1	38	2.1%	13%	12%	-4.0%
COc1ccccc1NC(=O)CCC(=O)Nc1cc(OC)c(NC(=O)c2cccs2)cc1OC	nt	-6%	i	0.6	1%	nt	nt	1.4%	nt	nt	nt
CCc1cccc(CC)c1NC(=O)c1cccc(N)c1	1.1	5%	i	0.8	5%	-3	-2	2.0%	-3%	-6%	-8.3%
Cc1c(/C=C/C(=O)c2ccc(O)cc2)cnn1C	1.1	4%	i	0.0	0%	-17	-13	0.4%	16%	14%	-4.4%
O=C(NCc1ccncc1)C(F)(F)C(F)(F)C(=O)NCc1ccncc1	1	-1%	nt	nt	2%	-6	-9	0.1%	-9%	2%	-4.7%
Cc1ccc(OCC(=O)NC(C)c2ccccc2)c([N+](=O)[O-])n1 (stereo unspecified)	1	3%	i	1.1	0%	-4	9	0.6%	-10%	-11%	-5.6%
O=C(CSc1n[nH]c(-c2cccnc2)n1)Nc1ccccc1C(F)(F)F	nt	-6%	i	0.6	-4%	nt	nt	2.3%	nt	nt	nt
Cn1c(SCC(=O)NC2CCCC2)nc2cccnc21	1.1	-10%	i	0.7	-4%	4	49	2.2%	-1%	1%	-3.6%
CC(C)(C)NC(=O)CSc1nc(N)cc(=O)[nH]1	1	-1%	i	0.5	12%	-2	2	0.1%	0%	3%	-6.7%
COc1cc([N+](=O)[O-])cc2sc(NC(C)=O)nc12	nt	2%	i	0.7	0%	nt	nt	1.7%	nt	nt	nt
Cc1ccc2c(c1)c1c(c(=O)n(-c3ccccc3C)c(=O)n1CC(=O)NCC1CCCO1)n2C (stereo unspecified)	nt	-9%	i	3.4	5%	nt	nt	5.3%	nt	nt	nt
Cc1nn(C)c(Cl)c1S(=O)(=O)N[C@@H](c1ccccc1)[C@]1(C)C[C@H]1[C@@H](C)C(=O)Nc1ccc2ccccc2c1	1	-1%	i	2.3	2%	6	-9	12%	12%	11%	-3.9%
CCn1c(COc2ccc(=O)n(-c3ccccc3)n2)n[nH]c1=S	1	8%	i	0.1	10%	-17	3	0.8%	-4%	-8%	-1.1%
Fc1ccccc1CSc1nc2ccccc2[nH]1	1.2	5%	i	0.4	1%	38	36	0.7%	16%	20%	-9.6%
CC(=O)c1ccc(COC(=O)Cc2ccc([N+](=O)[O-])cc2)cc1	nt	7%	i	0.6	3%	nt	nt	1.0%	nt	nt	nt
CC(C(=O)N1CCN(Cc2ccc3c(c2)OCO3)CC1)c1ccc([N+](=O)[O-])cc1 (stereo unspecified)	0.9	-2%	i	0.1	-4%	-2	28	-1.7%	8%	2%	-7.5%
NC(=NCCc1ccccc1)NS(=O)(=O)c1ccccc1F	nt	-2%	i	1.3	2%	nt	nt	1.5%	nt	nt	nt
CS(=O)(=O)N1CC(C(=O)NN)Oc2ccc(Cl)cc21 (stereo unspecified)	1.1	2%	i	0.7	5%	-11	-53	-0.6%	6%	3%	-1.9%
COc1ccc(C(=O)c2nc3c(n2O)CCCC3)cc1OC	1.1	0%	i	0.9	4%	2	14	0.8%	15%	1%	-5.0%
COCCc1ncc(CN2CCCC(C(=O)Nc3cccc(-c4cccc(C)c4)c3)C2)cn1 (stereo unspecified)	nt	-10%	i	5.2	0%	nt	nt	0.4%	nt	nt	nt
COCc1nnc(NC(=O)c2ccc(NC(C)=O)cc2)s1	1.1	0%	i	0.5	-1%	-21	-11	1.7%	-6%	-6%	-0.4%
CCN(CC)S(=O)(=O)c1cc(NC(=O)C(=O)c2c(-c3ccccc3)cc3ccccn23)ccc1C	0.9	-6%	i	1.3	-5%	12	3	0.2%	17%	15%	-9.3%

The order is random; any-hit rate near 3.1%.
